phage Ecoli inh: growth loss of phage-infected E. coli, primary screen, RecBCD inhibitor project, absorbance, with phage, HTS | inhibition, % at 11.9 µM | 360,000 compounds, 0.26% hits | AID 651602, 2012; in the data active = inhibition above about 11%
HTR5A inv ag: HTR5A inverse agonists in luminescence cell assay, primary screen, counter-screen for OPRM1-OPRD1 heterodimer inverse agonist project, full-deck HTS; 5-hydroxytryptamine receptor 5A (Homo sapiens), P47898; HTR5A cell line, inverse agonism; inhibition, % at 9.3 µM; 340,000 compounds, 0.083% hits; AID 504634, 2011; in the data active = inhibition mostly above about 23%, no sharp cut-off; inactive = mostly below about 18%;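 note: 0% = cells with DMSO and 100% = no-cell wells with DMSO; some compounds called inactive have numbers as strong as hits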
Target sequence (P47898 whole entry, looked up): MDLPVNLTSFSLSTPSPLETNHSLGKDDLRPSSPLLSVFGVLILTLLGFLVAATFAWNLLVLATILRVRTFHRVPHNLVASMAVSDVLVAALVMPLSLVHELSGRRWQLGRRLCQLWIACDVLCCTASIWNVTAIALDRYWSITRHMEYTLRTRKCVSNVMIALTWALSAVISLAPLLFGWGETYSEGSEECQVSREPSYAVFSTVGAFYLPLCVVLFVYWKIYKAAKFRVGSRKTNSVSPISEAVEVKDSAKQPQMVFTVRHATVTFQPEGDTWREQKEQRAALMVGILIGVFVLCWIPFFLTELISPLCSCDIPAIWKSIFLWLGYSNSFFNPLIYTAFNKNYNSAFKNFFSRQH
Tat export inh: E. coli Tat export inhibitors, primary screen, MC4100, TorA-mCherry reporter, fluorescence, single point; inhibition, % at 10 µM; AID 488895, 2010; 340,000 compounds, 0.036% hits;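 active = mean replicate inhibition at least 50% and at least half of replicates individually reaching 50%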;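 note: exported cargo escapes ClpAP degradation while cytoplasmic cargo is degraded and loses fluorescence; 0% = median of neutral control wells and 100% = median of NaSCN control wells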
PfHsp90 set2: growth inhibition of PfHsp90-expressing yeast, primary screen, antimalarial PfHsp90 inhibitor project, S. cerevisiae, BacTiter-Glo luminescence, single point, set 2 | BacTiter-Glo ATP, 48 h; yeast lacking PDR1 and PDR3 efflux regulators | inhibition, % at 9.4 µM | 310,000 compounds, 0.32% hits;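 active = every replicate shows inhibition above about 80%, whatever the replicate mean, limit read from the data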;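 note: 0% = DMSO neutral controls and 100% = 20 µM radicicol positive controls; yeast relying on Plasmodium falciparum Hsp90 in place of its own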
PKA-R1A act: activators of PKA-R1A holoenzyme, primary screen, biochemical, fluorescence polarization, Cy5-IP20, bovine R1A, mouse PKAc. 340,000 compounds, 0.083% hits. PKA-R1A dissociation; scaled: DMSO 0%, 113 µM cGMP 100%. activation, % at 11.4 µM. AID 504707, 2011;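 active = percent activation above the mean of all tested compounds plus 3 SD, cut at about 19% in these data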;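 note: higher means more PKAc released from R1A so a rise in polarization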
PKA-R2B activ: activators of PKA-R2B holoenzyme, primary screen, biochemical, fluorescence polarization, Cy5-IP20, human; 340,000 compounds, 0.079% hits; PKA-R2B holoenzyme dissociation; R2B truncated from residue 108, S112A mutant; 0% DMSO only, 100% 113 µM cGMP; cAMP-dependent protein kinase catalytic subunit beta (Homo sapiens) + cAMP-dependent …; AID 504700, 2011; activation, % at 11.4 µM;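 active = activation above a cutoff set at the mean over all compounds plus 3 SD, cut at about 18% in these data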;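 note: higher means more holoenzyme dissociation and a rise in polarization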
Target sequence (P31323 whole entry, looked up, other chains not shown, the tested form may be a part): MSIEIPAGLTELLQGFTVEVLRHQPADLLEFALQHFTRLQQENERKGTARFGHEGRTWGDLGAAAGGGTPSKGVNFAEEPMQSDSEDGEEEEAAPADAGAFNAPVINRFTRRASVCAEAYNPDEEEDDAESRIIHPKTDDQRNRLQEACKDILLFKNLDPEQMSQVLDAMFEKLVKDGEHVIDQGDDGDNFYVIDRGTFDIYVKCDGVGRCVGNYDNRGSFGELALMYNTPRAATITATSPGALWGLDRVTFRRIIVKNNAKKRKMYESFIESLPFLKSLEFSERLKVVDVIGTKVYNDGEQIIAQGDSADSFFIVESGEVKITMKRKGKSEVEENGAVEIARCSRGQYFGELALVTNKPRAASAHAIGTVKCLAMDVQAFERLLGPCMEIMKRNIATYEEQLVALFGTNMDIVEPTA
OPRM1-OPRD1 ag: agonists of OPRM1-OPRD1 heterodimerization, primary screen, cell-based, luminescence. Mu-type opioid receptor (Homo sapiens) + Delta-type opioid receptor (Homo sapiens), …. cells. activation, % at 9.3 µM. 340,000 compounds, 0.3% hits; in the data active = activation above about 18%;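 note: 0% = vehicle-treated cells and 100% = reference agonist; values of inactives mirror those of a sister screen read the other way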
SUMO Mot1 rescue: yeast Mot1-301 growth rescue at high temperature, primary screen, SUMOylation pathway inhibitor project, S. cerevisiae, ATP luminescence, 38.5C | S. cerevisiae Mot1-301 growth rescue; percent above DMSO median, 100 means doubled | growth rescue, % at 18.8 µM | 320,000 compounds, 1% hits;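 active = every valid replicate shows activation above 250% relative to neutral control wells; inactive = the rest, any valid replicate at or below 250%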;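 note: OY570 slx delta 5 strain wells were the positive control but not used for scaling; some compounds called inactive have numbers as strong as hits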
MOR-DOR inv ag: inverse agonists of MOR-DOR heterodimerization, primary screen, cell-based, luminescence; Mu-type opioid receptor (Homo sapiens) + Delta-type opioid receptor (Homo sapiens), …; cell-based MOR-DOR heterodimer luminescence, inverse agonism; inhibition, % at 9.3 µM; 340,000 compounds, 0.21% hits; AID 504357, 2011; in the data active = inhibition above about 22%, passing the limit was not always enough;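 note: 0% = cells with DMSO and 100% = wells without cells with DMSO; values of inactives mirror those of a sister screen read the other way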
AddAB inh: growth inhibition of E. coli expressing H. pylori AddAB, primary screen, AddAB inhibitor project, absorbance; inhibition, % at 11.9 µM; 330,000 compounds, 0.29% hits; AID 435030, 2010; in the data active = inhibition above about 12%;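 note: 0% = vehicle wells of infected cells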
E coli growth: E. coli V3065 growth inhibition, primary screen, counter-screen for AddAB inhibitor project, absorbance, OD600 | 18 h | inhibition, % at 11.9 µM | 330,000 compounds, 0.27% hits | AID 449728, 2010;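 active = inhibition above the campaign's mean inhibition across all tested compounds plus 3 SD, cut at about 9.9% in these data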;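 note: uninfected addAB+ strain grown without phage in ampicillin broth; 0% = DMSO wells and 100% = ciprofloxacin 0.95 µg/ml wells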
An asterisk follows results filed as active; x = no result given.

SMILES	phage Ecoli inh	HTR5A inv ag	Tat export inh	PfHsp90 set2	PKA-R1A act	PKA-R2B activ	OPRM1-OPRD1 ag	SUMO Mot1 rescue	MOR-DOR inv ag	AddAB inh	E coli growth
CC(C)(C)N1C(=O)[C@H]2[C@@H](c3ccc(Br)cc3)N3C(=O)N(c4cccc(F)c4)C(=O)[C@@]3(C)[C@H]2C1=O	3.3	-34	6	-19	-14	9	1.4	-9	-8	3.7	2.6
CC(C)NC(=O)C(=O)Nc1cc2c3c(c1)CCC(=O)N3CCC2	2.9	2	-4	1	-3	3	-0.5	3	3	3.1	3.5
COC(=O)c1ccc(NC(=O)CCCCCn2nnc3ccccc3c2=O)cc1	-2.3	-16	7	1	-2	9	0.6	-11	-3	x	x
Cc1c(C(=O)OC/C(O)=C(\C#N)c2nc3ccccc3[nH]2)oc2ccc(Br)cc12	0.1	3	3	-6	1	0	-1.1	1	6	-9.3	-0.8
CN(Cc1ccccc1)C(=O)COc1cc(Cl)ccc1Cl	x	-7	15	-10	-9	-15	0.8	4	-4	3.0	2.6
O=C(Nc1nnc(CSCc2ccccc2F)s1)c1cccc([N+](=O)[O-])c1	2.0	0	-4	9	-10	3	1.6	1	-8	-1.6	0.6
CC/C=C\C/C=C\C/C=C\CCCCCCCC(=O)O	2.7	-24	10	-5	3	-4	1.6	189	-9	-2.9	-0.7
NC(=O)C1CCN(CC(=O)Nc2cccnc2Cl)CC1	3.2	-2	1	x	7	-2	-3.0	-9	15	1.2	-0.8
CCN(CC)C(=O)C(=O)c1cn(CCOc2ccccc2)c2ccccc12	0.3	-10	-4	x	8	-7	0.7	2	-3	-1.0	-0.9
CCC(C(=O)NC1CCCCC1)n1c2ccccc2c2nc(=O)cc(C)n21 (stereo not given)	-1.8	-15	1	-34	-3	8	0.0	262	0	2.4	-0.8
O=Nc1c(O)[nH]c2c(F)cccc12	1.9	-10	-20	-4	-9	-12	-0.5	-20	3	0.3	0.9
O=C(O)/C=C/C(=O)c1ccc(O)cc1	0.6	4	0	-10	4	2	-3.8	1	20	1.0	0.4
Cc1cc(=O)[nH]c(-c2ccc(Cl)cc2)n1	1.8	4	-4	-2	-2	-2	-1.3	11	7	1.1	2.5
CN1CCCC(CN2c3ccccc3Sc3ccccc32)C1 (stereo not given)	3.5	-15	19	-4	-5	-8	1.0	-15	-5	-1.6	-0.3
NC(=O)c1cc(-c2ccccc2)sc1NC(=O)Cc1ccc(S(=O)(=O)N2CCOCC2)s1	2.6	-23	-2	-16	-13	-5	-0.5	3	3	0.6	0.0
Cn1c(SCc2nc(-c3ccccc3)no2)nnc1-c1cccs1	-0.3	16	4	x	9	5	-0.4	6	2	1.3	0.6
N#Cc1ccccc1NC(=O)CC1CCCCC1	0.9	11	-1	-12	-12	-8	-1.6	13	7	3.2	2.2
Cc1ccccc1Nc1nc(N)nc(COC(=O)c2cccc(S(=O)(=O)NCc3ccccc3)c2)n1	3.8	-11	3	7	-16	-7	0.8	4	-4	0.9	-0.8
COC(=O)c1ccc(NC(=O)C2CCN(S(C)(=O)=O)CC2)cc1	2.2	-9	33	6	-12	-19	-2.3	-6	12	0.5	-0.3
CN1CCc2c(sc(NC(=O)c3ccc([N+](=O)[O-])o3)c2C(N)=O)C1	80*	21	56*	-13	-3	8	1.5	-18	-9	99*	99*
Cc1cc(OC(C)C(=O)NCC(O)c2ccccc2)c2c(C)c(C)c(=O)oc2c1 (stereo not given)	-0.3	13	13	-5	6	8	-3.2	-3	16	3.9	-0.9
Cc1ccc(C(=O)c2ccccc2C(=O)OCC(=O)NC(C)(C)C)cc1	4.3	6	8	16	-8	-4	-3.2	11	15	3.3	-1.6
CC1(C)Cc2noc(N)c2C(C)(C)N1OC(=O)c1ccco1	2.5	5	-1	-10	-1	-1	0.1	4	0	0.9	-1.2
CCOC(=O)c1nn(-c2ccccc2C)c2nc(-c3ccc(C)cc3)c(C#N)c(=O)n12	1.7	19	-6	0	1	-1	-1.7	-6	9	-3.0	0.5
COc1ccc(NC(=O)c2cc(-c3ccc(C)o3)nc3ccccc23)cc1	-0.8	10	8	14	-15	-3	10	57	-51	-2.6	-2.3
Cn1cccc1CNC(=S)Nc1cc(F)cc(F)c1	0.5	5	-3	6	-2	-7	-1.7	-8	9	-1.4	-1.8
CCOc1ccccc1NC(=O)Cn1nnc(C(=O)NCc2cccs2)c1N	1.7	7	4	4	-1	4	-3.2	-10	17	5.5	-0.5
O=C(COC(=O)COc1ccccc1)Nc1ccc(Cl)cn1	2.8	-3	4	3	9	-1	0.0	7	0	0.7	0.3
Cc1cc(=O)nc2c3ccccc3n(CC(=O)NCCCN3CCOCC3)n12	x	-16	-1	8	3	-1	1.5	-8	-8	3.0	-3.6
O=C(NCCN1CCOCC1)c1cc(Br)ccc1Cl	3.2	-5	9	-4	-12	0	-1.9	38	9	2.6	1.2
COc1ccccc1CN(Cc1cc2cc(C)ccc2[nH]c1=O)Cc1nnnn1CC1CCCO1 (stereo not given)	1.3	-19	-8	-14	-4	0	2.7	-5	-17	6.5	-0.3
Cc1nc(-c2ccc(S(=O)(=O)N3CCOCC3)cc2)cs1	-1.7	1	2	-10	-12	9	-0.8	10	4	5.1	1.3
Cc1ccc(-c2nc(C)sc2CC(=O)OCC(=O)Nc2ccc(F)c(Cl)c2)cc1	3.4	4	4	-27	-5	-1	3.9	275	-21	2.1	0.9
O=C(Cc1cc(=O)oc2cc(O)ccc12)NCC1CCC(C(=O)O)CC1 (stereo not given)	2.2	3	2	x	-8	3	-2.5	-21	14	1.2	-0.4
Cc1ccccc1N1CCN(C2CCCN(C(=O)c3snnc3C)C2)CC1 (stereo not given)	-1.8	-11	-16	8	-12	-2	-0.1	-11	1	0.4	0.2
CCC1COCCS(=O)(=O)N1Cc1cccc(C(F)(F)F)c1 (stereo not given)	1.8	8	10	-6	-14	1	0.5	-21	-3	0.6	1.2
O=C(c1ccc(NC(=S)NCc2ccco2)cc1)N1CCCCC1	5.0	-3	-8	4	-3	-1	-0.8	64	4	1.0	0.0
C[C@H](NC(=O)c1nc[nH]c1C(=O)NCC(=O)OCc1ccccc1)c1ccccc1	0.8	-4	4	14	2	-11	0.7	1	-4	1.1	2.2
CCN(C(=O)CSc1nnc(Cn2nnc3ccccc32)o1)c1nc(C)cs1	2.5	-1	-3	17	-5	-5	0.3	-8	-2	0.1	0.3
Cn1c2c(c(=O)n1-c1ccccc1)CSCC2	3.5	15	0	-21	9	6	0.9	9	-5	2.8	0.5
Cc1nn(C)c(C)c1CCC(=O)NC1CC(C)(C)Cc2c1cnn2-c1ccccc1 (stereo not given)	-0.2	22	-1	-30	8	-2	-0.2	-13	1	1.2	-1.3
C[C@@H](NC(=O)OC(C)(C)C)c1nnc(S(=O)(=O)Cc2ccccc2)o1	3.3	x	-2	5	x	x	x	203	x	4.2	2.8
CC1SC(c2ccc(Cl)cc2)NC1=O (stereo not given)	3.2	15	-4	-3	6	15	-0.5	x	2	2.7	0.4
CCOC(=O)C1=C(C)NC2=C(C(=O)CC(C)(C)C2)C1c1ccc2c(c1)CCCN2C (stereo not given)	1.4	-1	-4	-20	-6	11	-1.3	-2	7	0.6	2.5
O=C(c1csc2c1CCCC2)n1cccn1	2.8	-7	0	22	-11	2	-0.8	139	4	0.3	2.0
CCN(CC)c1ccc(N)cc1	x	-7	-2	4	5	-3	0.6	23	-3	0.7	0.7
O=C(CCc1ccccc1)NCc1ccc2c(c1)OCO2	2.2	5	0	0	-2	6	-2.1	2	10	3.8	-0.2
Oc1ccc(-c2nccs2)cc1	5.2	14	23	-10	-1	6	-2.4	x	12	x	x
Cn1cccc1/C=N/n1c(-c2ccc(C(C)(C)C)cc2)n[nH]c1=S	3.2	5	-1	x	3	-1	6.2	2	-31	0.8	2.5
O=S(=O)(CCNCc1ccco1)NC1CCCCC1	3.2	0	-1	-32	-7	0	-2.4	x	11	x	x
O=C1C[C@@H]2c3c(cccc3CN1Cc1ccccc1)C[C@@H](O)[C@H]2O	1.2	3	-12	-9	0	12	-0.2	x	1	x	x
O=S(=O)(c1ccc(F)cc1)N1CCCN(c2nccc(C(F)(F)F)n2)CC1	-2.7	15	0	-3	-4	2	-0.7	54	3	1.4	-3.6
COc1cccc(CC2(CO)CCCN(Cc3cn[nH]c3-c3ccc(F)cc3)C2)c1 (stereo not given)	5.9	14	-3	-16	-1	-8	4.0	8	-29	-1.2	-2.7
CCOC(=O)NN1C(=O)c2ccccc2NC1c1ccc(N(C)C)cc1 (stereo not given)	-0.1	-13	8	-31	-1	9	0.1	8	-1	-3.3	-3.6
CC(=O)N1N=C(c2ccc(Br)cc2)OC1(C)CC(=O)Nc1ccccc1 (stereo not given)	4.6	-11	-6	-14	-7	-4	2.1	-6	-12	1.4	-1.7
O=C1[C@H]2[C@@H](C(=O)N1c1cc(Cl)cc(Cl)c1)[C@]1(C(=O)Nc3ccccc31)N1CCC[C@@H]21	2.0	-3	2	13	-4	-8	2.5	75	-13	2.3	-0.1
COc1cc(C(=O)c2cocc2C(=O)c2ccc3c(c2)OCO3)cc(OC)c1OC	1.6	-8	-15	-34	2	8	-5.5	8	25	0.6	1.8
CC(C)c1nnc(NC(=O)COc2ccc3ccccc3c2)s1	0.4	-25	-4	-68	9	-7	-1.0	-12	5	0.7	1.1
Cc1cc(Oc2cnn(C(C)(C)C)c(=O)c2Cl)cc(C(C)C)c1	3.4	8	9	-8	-13	7	-2.8	12	12	0.8	-2.8
Cc1ccc(S(=O)(=O)N2CCN(C(=O)COC(=O)COc3ccc(Cl)cc3)CC2)c(C)c1	0.8	-22	5	x	-10	-15	-3.0	x	12	x	x
O=C(C1CCN(c2nnc(-n3cccc3)s2)CC1)N1CCN(c2cccc(C(F)(F)F)c2)CC1	4.3	-16	1	10	-4	1	-0.3	-16	2	1.4	-1.4

Given with two lines to a compound: part of the list above
Every second line gives: phage Ecoli inh	HTR5A inv ag	Tat export inh	PfHsp90 set2	PKA-R1A act	PKA-R2B activ	OPRM1-OPRD1 ag	SUMO Mot1 rescue	MOR-DOR inv ag	AddAB inh	E coli growth
> Cc1ccc(-c2nc(C)sc2CC(=O)OCC(=O)Nc2ccc(F)c(Cl)c2)cc1
  3.4	4	4	-27	-5	-1	3.9	275	-21	2.1	0.9
> O=C(Cc1cc(=O)oc2cc(O)ccc12)NCC1CCC(C(=O)O)CC1 (stereo not given)
  2.2	3	2	x	-8	3	-2.5	-21	14	1.2	-0.4
